# Assay outcomes: PubChem BioAssay, several laboratories
# CAL PDZ FP = human CAL PDZ-peptide interaction inhibition | Q9HD26 | purified CAL PDZ, TMR-peptide fluorescence polarization, 1 h | inhibition, % at 20 µM | hit rate 0.02% among 330,000 | AID 504414;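 active means highest replicate inhibition of at least 40%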;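 further: plate controls were DMSO neutral control wells for no effect and unlabeled competitor peptide control wells for full effect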
#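 Assay system – tagged CAL PDZ protein CerCALP, purified · Timing – 1 h at RT · Compound – single point, 20 µM · Measured by – fluorescence polarization from S- and P-plane intensities, G-factor corrected · Evaluation – inhibition from polarization loss · Probe or stimulus – TMR reporter peptide T*-PRC34 · Buffer or medium – pH 7.4 phosphate-saline buffer, reducing agent, detergent, IgG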
# Wnt act = activators of Wnt/beta-catenin signaling | Wnt/beta-catenin reporter cell assay, activator, plate reader | activation, % at 9.35 µM | hit rate 1.2% among 300,000 | AID 743398; in the data active means activation above about 30%, passing the limit was not always enough;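 further: 0% = neutral control wells and 100% = positive control wells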
# Ecoli viability = bacterial growth inhibition, counter-screen for AddAB inhibitors; E. coli V3065 growth, OD600 absorbance, 18 h; inhibition, % at 11.9 µM; hit rate 0.27% among 330,000; AID 449728;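 active means inhibition above the campaign's mean inhibition across all tested compounds plus 3 SD, cut at about 9.9% in these data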;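 further: uninfected addAB+ strain grown without phage in ampicillin broth; 0% = DMSO wells and 100% = ciprofloxacin 0.95 µg/ml wells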
# AddAB inh = less growth of phage-infected E. coli with AddAB | E. coli expressing H. pylori AddAB, absorbance growth | inhibition, % at 11.9 µM | hit rate 0.29% among 330,000 | AID 435030; in the data active means inhibition above about 12%;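 further: 0% = vehicle wells of infected cells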
# Tat export inh = blocks Tat-dependent protein export in E. coli | E. coli MC4100 TorA-mCherry Tat export, fluorescence | hit rate 0.036% among 340,000 | inhibition, % at 10 µM;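 active means mean replicate inhibition at least 50% and at least half of replicates individually reaching 50%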;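 further: exported cargo escapes ClpAP degradation while cytoplasmic cargo is degraded and loses fluorescence; 0% = median of neutral control wells and 100% = median of NaSCN control wells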
# PfHsp90 yeast 2 = inhibits growth of yeast expressing Plasmodium falciparum Hsp90; hit rate 0.32% among 310,000; AID 504621; inhibition, % at 9.4 µM; S. cerevisiae expressing PfHsp90, BacTiter-Glo ATP, 48 h; yeast lacking PDR1 and PDR3 efflux regulators;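 active means every replicate shows inhibition above about 80%, whatever the replicate mean, limit read from the data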;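 further: 0% = DMSO neutral controls and 100% = 20 µM radicicol positive controls; yeast relying on Plasmodium falciparum Hsp90 in place of its own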
# PvdQ acylase = P. aeruginosa PvdQ acylase inhibition; purified PvdQ acylase, fluorescence plate reader; hit rate 0.063% among 340,000; inhibition, % at 10 µM; in the data active means inhibition above about 30%, passing the limit was not always enough;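 further: 0% = vehicle neutral wells and 100% = reference inhibitor wells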
# Rtt109 HAT inh = inhibitors of Candida albicans Rtt109/Vps75 histone acetyltransferase; Q5AAJ8; purified Rtt109/Vps75, ThioGlo CoA-SH fluorescence, 4 h; inhibition, % at 34.9 µM; hit rate 0.16% among 330,000; AID 540336;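 active means inhibition of at least 50% in every replicate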
# Target sequence (Q5AAJ8 whole entry, looked up): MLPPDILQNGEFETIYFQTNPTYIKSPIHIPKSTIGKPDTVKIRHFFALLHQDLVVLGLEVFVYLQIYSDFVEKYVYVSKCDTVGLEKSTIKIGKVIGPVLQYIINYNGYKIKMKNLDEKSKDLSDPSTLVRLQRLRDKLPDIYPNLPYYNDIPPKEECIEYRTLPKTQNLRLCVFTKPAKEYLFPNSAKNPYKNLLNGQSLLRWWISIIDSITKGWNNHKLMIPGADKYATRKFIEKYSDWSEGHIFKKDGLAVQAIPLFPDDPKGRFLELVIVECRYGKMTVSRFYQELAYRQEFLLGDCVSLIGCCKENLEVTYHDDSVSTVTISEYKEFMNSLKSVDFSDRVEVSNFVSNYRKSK
# phage Ecoli inh = E. coli growth loss with phage present; AID 651602; growth absorbance; hit rate 0.26% among 360,000; inhibition, % at 11.9 µM; in the data active means inhibition above about 11%
# DAGLB inh = blocks human DAGLB lipase activity; HEK293T DAGLB membrane lysate, EnzChek fluorogenic substrate; hit rate 0.059% among 340,000; AID 504411; inhibition, % at 5.17 µM; in the data active means inhibition above about 34%;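 further: 0% = enzyme with vehicle and 100% = wells lacking enzyme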
# * = called active by the depositor; x = no result given.
SMILES,CAL PDZ FP,Wnt act,Ecoli viability,AddAB inh,Tat export inh,PfHsp90 yeast 2,PvdQ acylase,Rtt109 HAT inh,phage Ecoli inh,DAGLB inh
CCOc1ccccc1N1CCN(C(=O)C2c3ccccc3Oc3ccccc32)CC1,-0.7,x,0.1,-0.3,16,-13,-6,14,3.5,-4
O=C(C[n+]1cccc(C(=O)N/N=C/c2cccc([N+](=O)[O-])c2)c1)c1ccccc1,2.1,-1,x,x,3,x,-1,4,0.7,1
O=C(NCc1cccs1)C1CCN(S(=O)(=O)c2ccc(Cl)cc2)CC1,0.5,-1,2.0,0.6,0,-3,0,-4,3.4,-2
C[C@@H]1CC[C@@]23COC(=O)C2=CCC[C@@H]3[C@@]1(C)CC/C(=C/CO)CO,-0.8,3,-3.4,3.5,3,-11,-11,-11,1.4,0
COC(=O)c1cc(S(=O)(=O)Nc2ccsc2C(=O)OC)oc1C,-3.6,-2,2.8,4.9,-2,19,-6,1,0.4,-6
COc1ccccc1C(=O)C1CCCN(C(=O)CN2CCCCC2=O)C1 (stereo not given),-1.7,-2,0.7,0.0,-1,-13,-6,5,3.3,-1
CC(C)c1ccc(NC2CCCN(C(=O)CCc3cn[nH]c3)C2)cc1 (stereo not given),0.2,4,x,x,1,-21,-8,1,-0.7,2
CN=C(Nc1cccc(OC)c1)SC1CC(=O)N(c2ccc(C(=O)O)cc2)C1=O (stereo not given),-4.4,x,0.1,-1.6,2,40,-9,-2,1.9,-1
COc1ccc(CC(=O)Nc2nc3ccc(F)cc3s2)cc1S(=O)(=O)N1CCOCC1,-1.4,x,-1.4,-0.9,-11,4,0,9,3.1,-1
COC(=O)C1C(O)C(C)C(O)C(C)(O)/C=C\C=C(/C)C(=O)Nc2c(C)c(OC(C)=O)c3c(c2O)C(=O)C(C)=C2OCOC(=C23)/C(C)=C/C(C)(O)C(O)C(C)C1O (stereo not given),0.6,1,-2.2,0.3,65*,8,-3,13,7.5,1
COC(=O)c1cn(NC(=O)Cn2nc([N+](=O)[O-])c(Br)c2C)c(=O)c2ccccc12,-1.0,14,-0.3,-0.4,4,x,-1,-11,0.3,-1
COc1cccc(/C=C/C(=O)OCC(=O)NCC2CCCCC2)c1OC,-3.9,0,-2.6,-0.1,-1,-23,-17,-3,4.4,-8
Cc1cc(C)cc(OCC(=O)Nc2ccc(F)cc2)c1,-1.7,4,1.2,2.8,-1,-15,-15,3,0.1,-10
COc1ccccc1NC(=S)N(Cc1ccco1)Cc1cc2cc(C)cc(C)c2[nH]c1=O,0.5,-6,1.5,1.5,6,0,5,5,4.5,0
Cc1cc(C(C)(C)C)ccc1OC(=O)C1=CC=CN2CCS(=O)(=O)N=C12,-1.8,-1,x,x,-3,-29,-14,-1,0.5,2
CCCn1c(=O)c(C(=O)NCc2ccccn2)c(O)c2ccccc21,-2.7,x,1.4,4.3,-8,10,1,-12,3.4,-5
CCOC(=O)CCCCCN(Cc1ccccc1)S(=O)(=O)c1ccc([N+](=O)[O-])cc1,-0.5,x,0.7,3.7,3,0,-20,3,0.7,-18
COC(=O)c1c(NC(=O)COC(=O)CCNS(=O)(=O)c2ccc(NC(C)=O)cc2)sc(C)c1C,-2.3,-5,0.3,0.2,7,x,-10,-1,3.7,0
COc1ccc(/C=C/C(=O)Nc2ccc(S(=O)(=O)Nc3onc(C)c3C)cc2)cc1OC,-3.0,0,-0.8,1.5,-7,-3,13,-3,-0.6,0
COCCNC(=O)c1ccc(N2CC3CC(C2)c2cccc(=O)n2C3)c(NC(=O)c2cc(OC)cc(OC)c2)c1 (stereo not given),0.0,0,-0.8,0.6,0,5,5,10,10,-1
CCN(CC)Cc1cc(C(=O)O)c(C)o1,-0.8,11,-3.2,4.3,-4,4,-10,-4,4.2,-2
COC(=O)c1c(C)cccc1C1CN=NC12Cc1ccccc1C2=O (stereo not given),0.3,-3,x,x,0,-13,-8,5,1.3,-6
Oc1ccc(C=NN=Cc2ccco2)c(O)c1,-0.4,8,x,x,-3,-1,6,4,3.2,1
CC(=O)c1ccc(Nc2cc(C)nc3nc(C)nn23)cc1,0.1,-4,-0.5,3.5,18,15,-2,-1,2.1,2
CCN1C(=O)[C@H]2[C@@H](c3ccc(C)cc3)N3C(=O)N(c4ccc(C(F)(F)F)cc4)C(=O)[C@@]3(CC(C)C)[C@H]2C1=O,-0.6,-2,3.6,6.3,2,13,5,11,5.7,-6

# Additional results follow:
SMILES,CAL PDZ FP,Wnt act,Ecoli viability,AddAB inh,Tat export inh,PfHsp90 yeast 2,PvdQ acylase,Rtt109 HAT inh,phage Ecoli inh,DAGLB inh
Cc1cc(C(=O)NCc2cccs2)ccc1[N+](=O)[O-],-0.6,9,0.9,2.1,-10,9,-4,-2,2.1,0
N#Cc1c(-c2ccc(C(F)(F)F)cc2)cc(-c2ccccc2)[nH]c1=S,-1.8,x,-2.8,2.4,8,-10,-10,-2,2.2,2
C=CCNC(=S)NN=C1CCCCCCC1,-1.0,-1,-5.2,-3.5,2,6,-16,0,-0.3,1
CC(C)(O)C#Cc1ccc(C(=O)N2CCC(C(N)=O)(N3CCCCC3)CC2)cc1,x,0,-0.6,-0.2,5,-7,-8,-5,0.8,-1
CCCOc1ccc(-c2c(C(=O)N/N=C(\C)c3ccco3)nnn2-c2nonc2N)cc1,-0.3,-4,0.8,2.9,-3,-35,-6,-11,4.0,1
Cc1cc(F)ccc1NC(=S)NC1CCCC1,0.5,1,x,x,-7,17,-3,4,-1.8,1
O=C(CC1C(=O)NCCN1Cc1ccc(-c2ccccc2)cc1)NCC1CCOCC1 (stereo not given),-0.6,1,-2.0,2.4,1,-23,-11,5,3.4,-1
O=C(CSc1ccccn1)Nc1ccc2c(c1)OCO2,x,28,-1.6,1.1,x,x,x,x,0.5,x
CCOc1ncccc1C(=O)Nc1ccc(F)cc1,-1.3,3,-1.1,0.3,-7,1,-7,2,0.1,-2
CCOC(=O)c1ccc(NCC(O)COc2ccccc2)cc1 (stereo not given),-0.3,x,-0.2,0.9,6,-16,-2,-8,2.7,-3
C(=N\Nc1nc2ccccc2[nH]1)/c1cccc2cccnc12,-2.2,37*,8.6,3.8,9,10,9,12,2.7,8
CCOC(=O)c1cnn(CCOC(=O)c2ccccc2F)c1NC(=O)c1ccccc1F,-0.8,-2,1.2,7.3,-1,4,0,14,1.7,-2
COc1ccc(CNC(=S)Nc2ccccc2C)cc1,-1.3,2,0.5,4.3,-10,-6,-2,-1,-1.5,2
CC1(C)C(c2ccco2)=[N+]([O-])C2(CCCCC2=O)N1O (stereo not given),0.6,x,-1.4,1.6,4,-7,-9,-9,2.9,-3
O=C(N/N=C/c1cc([N+](=O)[O-])ccc1O)c1ccc2c(c1)OCCO2,-2.7,-3,-0.3,3.1,-4,1,-8,-8,3.4,4
O=C(c1cnn2c(C(F)F)cc(-c3ccccc3)nc12)N1CCc2ccccc2C1,-2.9,-2,-0.4,0.7,14,-4,-7,-31,3.9,-2
COc1ccccc1CCc1nnc(CCC(=O)NCC2CCCO2)o1 (stereo not given),-2.4,0,-3.1,-0.5,-4,12,-18,-1,3.5,3
CN(C)C(CNC(=S)Nc1cccc(Cl)c1)c1ccccc1 (stereo not given),-0.6,0,2.9,1.5,14,8,-2,1,5.1,0
Cc1ccc(C(C)C)c(OCCN(C)C)c1,-1.7,x,-1.0,4.0,-12,67,-17,3,-0.6,1
CCC1=C2CC[C@H]3C(=O)N(c4ccccc4)C(=O)[C@H]3[C@H]2[C@@]2(C)C(=NCC(=O)OC)OC(=O)N2C1=O,0.1,-1,1.7,1.6,-4,4,-1,0,3.0,-3
CC(C)(C)NC(=O)CSc1nnc(NC(=O)CCc2ccccc2)s1,-0.4,0,0.3,2.2,3,21,4,1,-1.8,-1
N#C/C(=C1\C(=O)Nc2c(Cl)cc(Cl)cc21)c1nnc2n1CCCCC2,0.0,x,1.4,0.8,-4,x,-17,10,1.9,1
COc1ccccc1C1CC(=O)Oc2cc(O)ccc21 (stereo not given),1.0,-1,-1.8,0.1,29,-24,-14,-7,1.7,0
C=CCSc1nc2ccccc2[nH]1,-0.6,0,3.2,6.2,-3,12,16,2,5.8,3
CN(Cc1ncc[nH]1)Cc1cn(-c2ccccc2)nc1-c1ccc2c(c1)OCO2,-1.1,1,-2.5,2.1,1,0,-12,4,1.2,0
CC(c1ccccc1C(O)c1ccccc1)N(C)C (stereo not given),-2.1,1,-0.7,-1.5,0,-13,-3,-3,3.1,3
Cc1cccc(N2N=C(C(=O)Nc3ccc(Cl)c(S(=O)(=O)N4CCOCC4)c3)CCC2=O)c1,-1.8,-2,1.4,-0.1,-1,-1,1,8,2.1,-7

# A second format for some results above.
Compound	CAL PDZ FP	Wnt act	Ecoli viability	AddAB inh	Tat export inh	PfHsp90 yeast 2	PvdQ acylase	Rtt109 HAT inh	phage Ecoli inh	DAGLB inh
C(=N\Nc1nc2ccccc2[nH]1)/c1cccc2cccnc12	-2.2	37*	8.6	3.8	9	10	9	12	2.7	8
O=C(CSc1ccccn1)Nc1ccc2c(c1)OCO2	x	28	-1.6	1.1	x	x	x	x	0.5	x
CC(c1ccccc1C(O)c1ccccc1)N(C)C (stereo not given)	-2.1	1	-0.7	-1.5	0	-13	-3	-3	3.1	3
C=CCNC(=S)NN=C1CCCCCCC1	-1.0	-1	-5.2	-3.5	2	6	-16	0	-0.3	1
CN(C)C(CNC(=S)Nc1cccc(Cl)c1)c1ccccc1 (stereo not given)	-0.6	0	2.9	1.5	14	8	-2	1	5.1	0

# By substructure: the entries above containing a COOH group
SMILES,CAL PDZ FP,Wnt act,Ecoli viability,AddAB inh,Tat export inh,PfHsp90 yeast 2,PvdQ acylase,Rtt109 HAT inh,phage Ecoli inh,DAGLB inh
CN=C(Nc1cccc(OC)c1)SC1CC(=O)N(c2ccc(C(=O)O)cc2)C1=O (stereo not given),-4.4,x,0.1,-1.6,2,40,-9,-2,1.9,-1
CCN(CC)Cc1cc(C(=O)O)c(C)o1,-0.8,11,-3.2,4.3,-4,4,-10,-4,4.2,-2

# No enrichment for hits (roughly 1.9% active in at least one column).
